Source: PubChem (several laboratories)
GLD-1 RNA inh: GLD-1-TGE RNA interaction inhibition (C. elegans); purified GLD-1 + fluorescein TGE RNA, fluorescence polarization; Q17339; AID 2280; 0.44% of 320,000 active; inhibition, % at 5.96 µM;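 active = percent inhibition above a per-plate cutoff, the plate mean of test compounds plus 3 SD, cut at about 30% in these data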;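 also: 0% = DMSO wells with GLD-1 and probe and 100% = wells lacking GLD-1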
PAFAH1B2 FP inh: inhibitors of human PAFAH1B2; recombinant PAFAH1B2, FP-rhodamine activity probe, fluorescence polarization; inhibition, % at 3.39 µM; 1.2% of 340,000 active; AID 492953;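 active = inhibition above the mean of all tested compounds plus 3 SD, cut at about 24% in these data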;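 also: 0% = enzyme with DMSO and 100% = wells lacking PAFAH1B2; many of its hits are not listed in these tables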
PME-1 primary: blocks human protein phosphatase methylesterase 1 | Q9Y570 | recombinant PME-1, FP-Rh probe fluorescence polarization | inhibition, % at 5.9 µM | 0.53% of 320,000 active | AID 2130;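 active = inhibition above the campaign mean of all compounds plus 3 SD, cut at about 26% in these data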;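 also: competitive labeling of PME-1 active site by serine hydrolase directed probe; 0% = PME-1 with DMSO and 100% = wells lacking PME-1 enzyme; inhibitors block probe labeling so polarization falls and inhibition rises; many of its hits are not listed in these tables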
pPAFAH inh: inhibitors of human plasma PAF acetylhydrolase (pPAFAH); 1.5% of 330,000 active; recombinant pPAFAH, FP-rhodamine probe fluorescence polarization; inhibition, % at 3.39 µM; Q13093;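 active = inhibition above the mean inhibition across the screen plus 3 SD, cut at about 25% in these data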;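 also: inhibitors block binding of the rhodamine activity-based probe so polarization drops; 0% = enzyme with DMSO and 100% = wells lacking pPAFAH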
AHR activator: activates the human aryl hydrocarbon receptor | P35869 | AHR-responsive luciferase reporter cells, luminescence | activation, % at 5 µM | 2.5% of 320,000 active; in the data active = activation above about 47%;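 also: 0% = vehicle wells and 100% = reference agonist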
Target sequence (P35869 whole entry, looked up): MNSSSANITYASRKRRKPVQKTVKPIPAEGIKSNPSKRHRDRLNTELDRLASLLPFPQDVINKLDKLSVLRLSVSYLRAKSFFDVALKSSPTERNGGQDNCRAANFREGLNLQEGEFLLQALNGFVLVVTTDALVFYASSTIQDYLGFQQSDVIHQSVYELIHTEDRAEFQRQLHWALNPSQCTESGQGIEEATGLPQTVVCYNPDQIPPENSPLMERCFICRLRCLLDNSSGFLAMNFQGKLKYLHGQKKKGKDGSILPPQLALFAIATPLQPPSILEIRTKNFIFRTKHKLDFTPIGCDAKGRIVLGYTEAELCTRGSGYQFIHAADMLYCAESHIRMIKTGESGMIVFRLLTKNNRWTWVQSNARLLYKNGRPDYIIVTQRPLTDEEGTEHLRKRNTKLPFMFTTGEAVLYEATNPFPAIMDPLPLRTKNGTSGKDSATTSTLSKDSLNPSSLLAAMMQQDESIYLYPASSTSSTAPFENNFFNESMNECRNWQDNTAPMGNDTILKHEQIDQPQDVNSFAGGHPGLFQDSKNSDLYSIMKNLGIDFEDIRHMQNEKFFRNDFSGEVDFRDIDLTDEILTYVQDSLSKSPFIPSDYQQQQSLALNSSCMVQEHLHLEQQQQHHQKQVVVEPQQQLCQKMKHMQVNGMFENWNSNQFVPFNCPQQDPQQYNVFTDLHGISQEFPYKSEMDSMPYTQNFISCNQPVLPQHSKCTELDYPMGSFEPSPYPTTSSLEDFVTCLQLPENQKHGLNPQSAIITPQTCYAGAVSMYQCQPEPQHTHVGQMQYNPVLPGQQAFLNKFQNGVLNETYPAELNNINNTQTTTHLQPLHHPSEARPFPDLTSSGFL
Fam108B inh: counter-screen for RBBP9 inhibitors: inhibitors of mouse Fam108B; recombinant Fam108B, FP-Rh probe fluorescence polarization; inhibition, % at 9.51 µM; 0.33% of 300,000 active;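 active = inhibition above the screen mean inhibition plus 3 SD, computed separately per campaign, cut at about 18% in these data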;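 also: inhibitors lower polarization as less probe binds the enzyme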
MEX-5 binding: C. elegans MEX-5 TCR-2 RNA binding activity; Q9XUB2; MEX-5/FITC-TCR2 RNA binding, fluorescence polarization; hits give low values; activity score (negative = inhibition of binding), % at 10 µM; 0.38% of 300,000 active;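 active = inhibition past about -25% in most replicates, and total fluorescence under double the plate's negative control median, limit read from the data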;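 also: 0% = DMSO and -100% = 5 µM competing unlabeled TCR2 RNA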
MCL1 BIM primary: inhibitors of human MCL1 binding to BIM-BH3 peptide. GST-MCL1 / FITC-Bim-BH3 fluorescence polarization. 0.68% of 320,000 active. inhibition, % at 10.9 µM. Q07820;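 active = inhibition above the mean inhibition of all tested compounds plus 3 SD, set per campaign, cut at about 40% in these data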;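 also: 0% = DMSO wells and 100% = unlabeled Bim-BH3 peptide control; higher means more loss of mP so more displacement of Bim peptide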
BCLXL inh: Bcl-xL (human) inhibition; inhibition, % at 10.9 µM; AID 2129; GST-Bcl-xL / FITC-Bim BH3 peptide fluorescence polarization; Q07817; 0.7% of 320,000 active;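 active = inhibition above the mean of all tested compounds plus 3 SD, cutoff set per campaign, cut at about 30% in these data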;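 also: 0% = DMSO wells and 100% = unlabeled Bim-BH3 peptide competitor; inhibitors lower millipolarization by displacing the labeled peptide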
Target sequence (Q07817 whole entry, looked up): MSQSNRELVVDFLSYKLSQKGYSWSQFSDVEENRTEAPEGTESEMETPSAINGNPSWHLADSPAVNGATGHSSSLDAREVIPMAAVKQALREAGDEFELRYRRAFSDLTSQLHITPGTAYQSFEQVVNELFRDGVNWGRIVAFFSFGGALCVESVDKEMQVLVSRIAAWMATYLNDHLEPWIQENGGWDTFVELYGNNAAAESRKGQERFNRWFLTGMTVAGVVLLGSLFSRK
The depositor's hits bear a star; nt = no result given.

Order of results – GLD-1 RNA inh	PAFAH1B2 FP inh	PME-1 primary	pPAFAH inh	AHR activator	Fam108B inh	MEX-5 binding	MCL1 BIM primary	BCLXL inh
(1) C=CCn1c(SCC(=O)NC2(C)CCS(=O)(=O)C2)nc2ccccc21 (stereo unspecified)
→ 5.6	5.2	nt	-1.8	11.8	nt	nt	nt	nt
(2) CCN(C(=O)C(=O)c1c[nH]c2ccccc12)c1ccccc1
→ 1.6	1.6	9.6	3.8	21.1	1.3	0.8	1.9	2.8
(3) O=C(/C(=C/c1ccccc1)c1ccccc1)N1CCCCC1
→ 3.8	9.8	4.3	2.6	0.1	0.1	-2.5	1.8	1.8
(4) CC(NO)C(C)(C)NO (stereo unspecified)
→ -5.6	2.9	0.4	2.4	1.7	-3.2	0.2	-3.5	3.7
(5) COc1ccccc1NC(=S)N(Cc1cccnc1)Cc1ccccc1Cl
→ 0.3	2.1	-1.1	7.4	2.7	3.8	2.1	10.8	7.3
(6) Cn1c(-c2ccc(F)cc2)cnc1NCc1ccc(C#N)cc1
→ -6.2	4.4	6.0	4.0	-3.3	0.8	-1.0	3.2	7.2
(7) Cc1cccc(C(=O)N2CCCC(Nc3ccc(F)c(F)c3)C2)n1 (stereo unspecified)
→ 16.5	1.2	-2.0	-2.5	2.2	3.3	-0.9	8.9	0.9
(8) COc1cccc(C(=O)Nc2cc(C)c3c(=O)oc4ccccc4c3n2)c1
→ 0.9	-2.6	-13.6	11.2	12.6	-14.8	-1.8	-2.1	-0.3
(9) CCOc1ccccc1N1CCN(C(=O)CN2C(=O)NC3(CCCC3)C2=O)CC1
→ 5.7	1.9	-5.7	-1.5	1.6	-3.0	2.3	1.1	4.4
(10) O=C(CSc1nc(-c2ccccc2)nc2ccccc12)Nc1cccc(C(=O)O)c1
→ -4.5	nt	-15.4	4.8	6.8	-4.8	-0.9	2.2	6.2
(11) CC1(c2ccccc2Cl)NC(=O)N(CC(=O)N2CCc3ccccc32)C1=O (stereo unspecified)
→ -0.1	5.0	nt	2.4	7.1	nt	nt	nt	nt
(12) Cc1ccccc1NC(=O)c1ccc(F)c(S(=O)(=O)N2CCN(c3ccccn3)CC2)c1
→ 0.7	8.4	4.3	0.4	-2.0	-3.0	-1.0	-1.6	1.1
(13) Cn1ccnc1SCC(=O)c1cccc(Br)c1
→ 3.5	0.6	1.1	2.8	10.4	1.0	-2.5	-3.0	-9.7
(14) CC(=O)COc1ccc2c3c(c(=O)oc2c1)CCCC3
→ 10.8	6.3	-0.7	0.7	-7.2	-0.7	3.2	3.6	-3.4
(15) CC(NC(=O)CSc1nc2ccc(N)cc2s1)c1ccccc1 (stereo unspecified)
→ -1.1	4.3	8.1	3.0	11.2	9.1	-0.5	1.1	-2.2
(16) O=C(NC(C(=O)O)c1ccccc1)c1ccccc1 (stereo unspecified)
→ 1.6	4.4	-5.6	-2.0	-2.1	0.0	0.1	-2.4	3.2
(17) CS(=O)(=O)N1CCN(c2c(Cl)cccc2[N+](=O)[O-])CC1
→ -8.2	1.2	6.7	2.0	-0.5	-2.6	0.3	10.3	7.7
(18) CC(C)COC(=O)Nc1nnc(Cc2ccccc2)s1
→ 4.9	2.8	-6.1	-2.0	11.9	-1.0	0.1	1.7	0.9
(19) C/C(O)=C(/C=NCC(=O)O)C(=O)Nc1nccs1
→ 0.1	2.3	-11.8	-0.9	4.4	-0.8	-0.8	10.3	-1.4
(20) O=C1CN(C(=O)CSc2nc3cc(Cl)ccc3c(=O)n2Cc2ccccc2)c2ccccc2N1
→ -15.7	-10.8	-14.9	-0.2	-6.4	-16.6	1.7	-0.9	-5.1
(21) O=C(CSc1ccccn1)N1CCc2ccccc21
→ -0.7	3.2	9.2	0.2	-1.5	0.3	1.2	-24.0	-17.8
(22) Cn1c(SCc2ccc(F)cc2)nnc1-c1cnccn1
→ -1.9	2.4	2.8	2.4	-4.4	1.4	-1.5	-5.0	-6.3
(23) Cn1c2ccccc2c2cc(/C=N/NC(=O)c3ccc(N)cc3)ccc21
→ -0.1	11.7	40.4*	31.4*	-8.7	16.6	-2.8	3.2	9.4
(24) NC(=S)N/N=C/c1ccc2cccc(OCc3ccccc3)c2n1
→ -6.7	-2.0	-13.6	-3.4	17.2	1.2	1.2	15.5	-0.2
(25) C=CCn1c(=O)c2ccccc2n2c(Sc3nnnn3-c3ccccc3)nnc12
→ -3.5	5.1	-1.6	7.9	1.5	-0.6	1.1	2.4	5.9
(26) O=C(O)c1ccc2c(c1)-c1cc(C(=O)O)ccc1S2(=O)=O
→ 0.8	-1.5	-3.8	-0.3	1.0	-0.2	-2.9	-2.9	5.8
(27) CCC(C)[C@H](NC(=O)N1CC(=O)Nc2ccccc21)C(=O)N1CCC[C@H]1C(=O)O (stereo partly specified)
→ -0.3	1.0	6.8	8.2	-0.1	1.4	-1.2	1.0	1.6
(28) Cc1nn(C)cc1C(C)NC(=O)c1cc(COc2cccc3cnccc23)on1 (stereo unspecified)
→ -8.8	2.4	8.4	-6.1	-6.9	3.8	2.7	11.7	7.4
(29) COc1ccc(C(=O)NC2CC(C)(C)Cc3c2cnn3-c2ccccc2)cc1OC (stereo unspecified)
→ 0.6	1.8	0.8	4.2	1.9	1.1	nt	2.7	8.5
(30) COC(=O)c1[nH]c2ccc(Cl)cc2c1NC(=O)Oc1ccccc1
→ 0.7	7.0	0.5	-1.2	37.8	-3.2	2.7	-0.1	6.6
(31) CC(C)(C)CC(C)(C)NC(=O)c1ccc2snnc2c1
→ 2.9	13.6	-10.6	1.9	22.4	1.4	5.9	-8.3	-0.2
(32) O=C(O)C1CSCN1S(=O)(=O)c1cccc2nsnc12 (stereo unspecified)
→ 10.4	3.3	-1.7	2.0	0.1	0.3	-0.5	3.4	1.3
(33) CCOc1ccc(CCNC(=O)CCCN2C(=O)c3ccccc3C2=O)cc1OCC
→ -1.2	2.0	-5.2	-4.8	-3.0	2.1	1.4	0.0	0.5
(34) COc1ccc(S(=O)(=O)Cc2ccc(C(=O)NC3CCCC3)o2)cc1
→ 0.8	1.2	3.1	-1.0	0.3	0.3	1.2	-0.2	0.9
(35) COc1ccc(N(CC(=O)NC2CCCC2)C(=O)Cn2nnc(-c3ccc(F)cc3)n2)cc1OC
→ 3.0	-2.8	4.0	-4.1	0.1	-1.7	-4.9	9.6	1.1
(36) O=C(/C(=N\Nc1ccc(Br)cc1)Sc1nnnn1-c1ccccc1)c1ccccc1
→ 4.6	19.8	6.5	-0.4	45.4	-2.9	-2.7	1.9	-1.1
(37) Cc1n[nH]c(C)c1S(=O)(=O)N1CCC(C(=O)N2CCn3c2nc2ccccc23)CC1
→ -1.8	-3.6	0.7	0.5	14.2	-1.6	1.3	-0.6	4.5
(38) CN1CCN(c2ccccc2NC(=S)NC(=O)c2cc3ccccc3o2)CC1
→ -8.8	3.1	-3.7	-4.6	30.9	-0.5	0.1	-4.1	-0.1
(39) COc1cc2c(cc1OC)CN(C(=O)Nc1ccccc1Cl)CC2
→ 2.9	1.0	4.6	1.8	-0.7	-2.1	-0.1	-3.2	-0.4
(40) COc1ccc(C(=O)C2CCCN(S(=O)(=O)C(C)C)C2)c(C)c1 (stereo unspecified)
→ 2.2	0.2	1.1	-3.2	1.8	0.0	-2.2	-4.6	6.3
(41) O=C(O)Cc1nc2nc3c(c(=O)n2[nH]1)CCCC3
→ 12.9	1.1	2.5	-2.9	0.7	1.2	-0.7	9.7	6.4
(42) N#Cc1nc(Cc2cccc3ccccc23)oc1N1CCCCC1
→ -9.6	5.0	6.6	5.2	7.8	-3.3	-2.2	-3.4	0.1
(43) Cc1ccc2occ(-c3nn[nH]n3)c(=O)c2c1
→ 2.9	1.1	2.2	-3.9	-1.2	-2.0	-2.2	6.2	5.4
(44) O=c1[nH]c(N2CCc3ccccc3C2)nc2c1CCC2
→ 4.6	3.2	-7.9	-1.9	-6.1	1.1	-2.0	3.6	2.7
(45) Cc1nn(C)c(Cl)c1CN1CCC(CO)(CCOc2ccccc2)CC1
→ -5.0	-2.9	-1.6	-1.4	0.8	1.1	-2.2	8.2	5.4
(46) Cc1ccc(C(=O)NC2CCc3ccccc3C2=O)cc1 (stereo unspecified)
→ 0.3	2.3	0.3	2.8	14.8	-1.8	-0.6	-0.9	7.0
(47) C=CCN(C(=O)CNC(=O)c1ccco1)C(C(=O)NC1CCCC1)c1ccc(OC)cc1 (stereo unspecified)
→ -4.0	3.7	-10.2	-0.8	1.5	-1.6	-1.5	7.0	3.0
(48) Cc1ccc(S(=O)(=O)N(Cc2ccccc2)c2ccccc2C(=O)Nc2ccccc2C(=O)NCc2ccco2)cc1
→ 1.8	-6.5	-16.2	-2.3	-2.0	-14.6	-0.5	7.2	1.8
(49) COc1cc(C(=O)NC(C)c2cccc3ccccc23)cc(OC)c1OC (stereo unspecified)
→ 9.7	0.2	1.6	3.0	8.7	1.0	3.3	6.9	4.1
(50) O=C(NCCN1CCOCC1)/C(=C/c1ccco1)NC(=O)c1ccccc1
→ 5.8	-4.6	0.4	0.1	0.6	10.4	-1.3	4.9	3.4
(51) CCOc1ncccc1C(=O)N1CCN(C(c2ccccc2)c2ccccc2)CC1
→ 9.3	7.6	-0.7	3.0	0.9	3.4	1.1	-8.1	-1.7
(52) O=C(O)/C=C1\NC(=O)c2ccccc21
→ 5.5	2.9	1.6	2.6	0.2	1.5	-1.0	0.7	8.4
(53) O=C(c1ccc(Cl)c(S(=O)(=O)Nc2ccc(F)cc2)c1)N1CCN(c2ccccn2)CC1
→ 8.0	3.8	5.2	7.8	2.3	-2.2	0.4	4.0	4.7
(54) Cc1ccc([N+](=O)[O-])cc1S(=O)(=O)Nc1ccc(C(=O)NCc2ccccn2)cc1
→ -1.7	0.1	2.5	7.7	4.1	-1.8	-2.1	11.8	1.1
(55) C/C(=N\N=C1\NC(=O)C(CC(=O)Nc2ccc(C)c(Cl)c2)S1)C(C)C (stereo unspecified)
→ 3.2	1.7	6.5	4.3	3.2	-2.4	-1.7	-1.1	0.8
(56) S=C(Nc1ccccc1)N1CCN(C/C=C/c2ccccc2)CC1
→ -6.4	1.8	0.9	2.5	1.5	-0.5	0.5	2.5	3.1
(57) CC(SC1=NCCN1S(=O)(=O)c1ccccc1)c1ccccc1 (stereo unspecified)
→ 5.9	6.3	6.5	7.4	4.5	-0.7	-2.7	9.2	3.5
(58) N#Cc1ccc(Oc2ccc(S(=O)(=O)N3CCCCC3)cn2)cc1
→ 2.5	6.0	5.7	-5.5	2.3	4.2	1.3	-10.7	2.4
(59) CN1CCN(C(=O)CCN2C(=O)/C(=C/c3ccccc3Cl)SC2=S)CC1
→ -5.0	1.4	-13.7	-19.0	5.9	-6.1	-0.9	9.0	10.4
(60) CC(C)N1C(=O)N(c2cccc(Cl)c2)C(C)(O)CC1(C)C (stereo unspecified)
→ 0.3	3.2	1.1	-0.8	0.2	-6.5	-1.8	10.7	6.8

Following part.
Order of results – GLD-1 RNA inh	PAFAH1B2 FP inh	PME-1 primary	pPAFAH inh	AHR activator	Fam108B inh	MEX-5 binding	MCL1 BIM primary	BCLXL inh
(61) Cc1ncc([N+](=O)[O-])n1Cc1ccc(Cl)cc1
→ -1.4	5.6	4.6	2.3	-0.9	-1.0	-1.0	2.3	3.3
(62) Cc1oc(C(=O)Nc2ccc(C(=O)O)cc2)cc1COc1ccccc1
→ -1.8	1.2	-9.3	2.0	1.3	0.9	-2.2	-1.0	-1.3
(63) CCC(=O)N/N=C(\C)CC(=O)Nc1ccc(F)cc1
→ -3.5	6.2	2.1	0.9	5.1	-0.5	0.3	3.3	-1.8
(64) Cn1cccc1-c1cc(C(=O)N/N=C/c2ccc([N+](=O)[O-])cc2)[nH]n1
→ -1.1	1.8	0.0	3.7	41.0	-0.2	-1.4	5.4	4.1

A portion of the library; count on the stated rates, not on these rows.
